Screens from PubChem BioAssay.
GRP78 ERSR act = inducers of ER stress response in human glioma cells. U87-MG GRP78 promoter luciferase reporter, 16 h. Potency, µM, for the others: at the top dose activation, most hits filed as activators. hit rate 0.02% among 420,000. AID 602332; note: potency is the fitted concentration of half-maximal effect; series mostly up to about 76 µM; % of control where 0% means no effect; nearly all actives have a fitted effect of over 35% in size
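Stably transfected U87-MG human glioma cells carrying a GRP78-based luminescent sensor were seeded at 1000 cells/well, pin-dosed with compounds and incubated 16 h. Luciferase reagent was then added, and end-point luminescence was read after 10 min at room temperature.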
RXFP1 ag = RXFP1 (human) receptor agonism. Q9HBX9. HEK293T-RXFP1 cAMP TR-FRET, 30 min; response scale: percent of porcine relaxin response, buffer zero. Potency, µM (doses to about 57.5 µM), for inactives: top-dose activation, actives largely listed as activators. hit rate 0.3% among 370,000. AID 2676; note: potency is the fitted concentration of half-maximal effect; % is set by controls: 0 for no effect and ±100 for the full control effect; nearly all actives have a fitted effect of over 60% in size; many of its hits are not listed in these tables
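HEK293T cells stably expressing RXFP1 were pretreated with the PDE4 inhibitor Ro 20174, exposed to compounds for 30 min at 37C, lysed, and cAMP was read by TR-FRET. Data normalized to buffer (basal) and 29 nM porcine relaxin (100%).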
Vif-APOBEC3F blk = Vif-A3F binding inhibition; AID 602313; hit rate 0.2% among 390,000; HeLa A3F-eYFP + Vif (tagged APOBEC3F with the HIV-1 protein that degrades it), YFP fluorescence increase; Potency, µM (top dose mostly 46.1 µM), inactives show at the top dose activity, negative = active; note: potency is the fitted concentration of half-maximal effect; % of control where 0% means no effect; nearly all actives have a fitted effect of over 65% in size
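HeLa cells stably expressing Vif plus C-terminally eYFP-tagged A3F were seeded, incubated overnight at 37 deg C, dosed with compound, incubated overnight again at 37 deg C. Yellow fluorescence (Ex 488/Em 500-530) reported blocked Vif-mediated A3F-eYFP degradation.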
D1 ag = agonists of human D1 dopamine receptor | activation, % at 2 µM | AID 504660 | hit rate 1% among 360,000 | HEK293 T-REx D1 cells, calcium flux, agonist mode; in the data active = activation above about 30%; note: 0% is about no effect
Target sequence (P21728 whole entry, looked up): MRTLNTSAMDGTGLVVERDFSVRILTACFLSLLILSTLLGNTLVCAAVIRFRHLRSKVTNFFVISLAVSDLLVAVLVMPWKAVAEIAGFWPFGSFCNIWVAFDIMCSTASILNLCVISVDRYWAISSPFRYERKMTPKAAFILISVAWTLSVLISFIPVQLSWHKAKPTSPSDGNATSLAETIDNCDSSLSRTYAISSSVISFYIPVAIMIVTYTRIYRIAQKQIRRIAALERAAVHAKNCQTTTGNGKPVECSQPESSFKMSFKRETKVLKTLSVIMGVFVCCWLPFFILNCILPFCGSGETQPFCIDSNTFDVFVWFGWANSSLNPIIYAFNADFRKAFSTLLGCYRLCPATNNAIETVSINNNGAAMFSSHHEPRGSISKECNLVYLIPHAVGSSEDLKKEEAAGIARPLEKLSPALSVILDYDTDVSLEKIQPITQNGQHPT
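Agonism was scored from calcium flux recorded over 180 s (1 read/s) after pintool compound addition, following a 10-cycle baseline. Cells were inducible force-coupled HEK293 TREx D1, plated overnight at 30 C and loaded with no-wash calcium dye.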
Vif-APOBEC3G blk = inhibitors of Vif-APOBEC3G interaction; hit rate 0.076% among 410,000; HeLa A3G-eYFP + Vif (tagged APOBEC3G with the HIV-1 protein that degrades it), YFP fluorescence, overnight; Q9HC16; Potency, µM (series often up to 46.1 µM), without a hit: top-dose activity, negative = active, usual class: inhibitors;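 note: potency is the fitted concentration of half-maximal effect; % is set by controls: 0 for no effect and ±100 for the full control effect; nearly all actives have a fitted effect of over 60% in size; hits raise eYFP signal because A3G escapes Vif-driven loss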
Target sequence (Q9HC16 whole entry, looked up): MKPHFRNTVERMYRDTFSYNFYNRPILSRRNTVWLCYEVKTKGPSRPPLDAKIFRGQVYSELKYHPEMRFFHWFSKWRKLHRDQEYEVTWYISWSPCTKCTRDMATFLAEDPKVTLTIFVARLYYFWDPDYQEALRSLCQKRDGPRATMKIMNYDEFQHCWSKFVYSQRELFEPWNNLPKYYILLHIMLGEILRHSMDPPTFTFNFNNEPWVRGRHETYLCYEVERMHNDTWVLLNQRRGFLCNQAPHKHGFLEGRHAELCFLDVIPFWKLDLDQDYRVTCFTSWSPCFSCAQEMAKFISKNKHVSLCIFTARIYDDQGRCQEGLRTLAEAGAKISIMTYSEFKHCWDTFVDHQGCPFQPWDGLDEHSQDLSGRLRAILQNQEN
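Read-out is eYFP fluorescence (Ex 488/Em 500-530) from Vif-expressing HeLa A3G-eYFP cells; more signal means A3G escaped Vif-mediated degradation. Cells plated overnight, compound pinned in, incubated overnight at 37 deg C.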
D2 PAM = positive allosteric modulators of human D2 dopamine receptor. P14416. HEK293 T-REx D2, calcium flux, EC20 dopamine potentiation. potentiation, % at 10 µM. hit rate 0.34% among 340,000;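 active = potentiation over 3 SD above the plate norm, cut at about 30% in these data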; note: 0% is about no effect
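Calcium flux readout, no-wash dye, 1 read/s. Inducible HEK293 Trex D2 line, overnight 30 C. Compound alone 180 s (agonist flags), then EC20 dopamine, another 180 s to score potentiation.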
D1 antagonist = human D1 dopamine receptor antagonism; P21728; HEK293 TREx D1 cells, calcium flux, dopamine EC80; hits give low values; activity change, negative = inhibition, % at 10 µM; hit rate 3.2% among 360,000; AID 504652; in the data active = activity change below about -30%; note: % is set by controls: 0 for no effect and ±100 for the full control effect
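Tetracycline-induced HEK293 Trex D1 cells, force-coupled to calcium, dye-loaded; compounds added and read 180 s, then EC80 dopamine added and calcium flux tracked kinetically another 180 s.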
D1 potentiator = potentiators of human D1 dopamine receptor; AID 504651; P21728; hit rate 0.036% among 360,000; HEK293 TREx D1 cells, calcium flux, dopamine EC20 potentiation; potentiation, % at 10 µM; in the data active = potentiation above about 30%; note: 0% is about no effect
RXFP1 antagonist = antagonists of human relaxin receptor RXFP1 | AID 1259400 | hit rate 0.59% among 350,000 | HEK293-RXFP1, relaxin-stimulated cAMP HTRF, 30 min; hits give low values | Q9HBX9 | activity change, negative = inhibition, % at 57.5 µM;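 active = activity change of -60% or lower, but not beyond a set lower limit; inconclusive = change between -60% and -40%, or beyond the set limit; inactive = change above -40%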; note: % is set by controls: 0 for no effect and ±100 for the full control effect
* = called active by the depositor; ? = inconclusive; · = not tested or not shown; & = joins results of further samples. Unless noted, calls come from the whole dose curve; as a rule, active = well fitted curve in the direction sought with a large enough effect; inconclusive = small, poorly fitted or top-dose-only effect, or another doubt; inactive = no such curve, though single readings can be large; an effect the other way counts as inactive or inconclusive. Some of the compounds tested; rates above refer to the full screens.

cpd	Molecule	D1 potentiator	RXFP1 antagonist	Vif-APOBEC3G blk	GRP78 ERSR act	Vif-APOBEC3F blk	RXFP1 ag	D1 antagonist	D1 ag	D2 PAM
1	Cc1ccccc1N(CC(=O)NCCc1ccccc1)C(=O)c1ccc(N2CCCC2)nc1	-1.1	-23.9	3.1%	-3.5%	-2.3%	1.5%	17.4	0.8	12.2
2	CC(=O)N1CCOc2ccc(S(=O)(=O)NCc3ccc(Cl)cc3)cc21	-7.3	10.9	1.7%	2.7%	-1.9%	-0.1%	-1.3	3.9	-5.7
3	CCN1CCN(Cc2ccc(NC(=O)c3cc(NC(=O)c4cc(-c5ccc(OC)cc5)n[nH]4)cc(OC)c3)cc2C(F)(F)F)CC1	-7.0	·	-26.7%	-11.7%	0.2%	0.0%	-2.2	4.1	-6.2
4	Cc1cccc(NC(=O)c2nc[nH]c2C(=O)N[C@H](C)c2ccccc2)c1	-4.3	·	-1.8%	-7.9%	0.1%	-1.2%	·	-0.2	-24.7
5	Cn1c(N)c(C(=O)COC(=O)c2ccccc2C(=O)c2ccc(Cl)cc2)c(=O)n(C)c1=O	·	-11.7	-1.1%	3.5%	3.3%	·	·	·	·
6	CC1(NC(=O)Cc2c(Cl)cccc2Cl)CCS(=O)(=O)C1 (centres undefined)	-1.2	-3.6	-4.4%	-3.0%	5.9%	1.2%	8.5	0.6	-14.0
7	COc1ccc(C(=O)Nc2ccccc2C(=O)Nc2ccccc2)cc1	·	-3.5	-4.0%	0.4%	-2.0%	·	·	·	·
8	CCCc1cc(=O)[nH]c(Nc2cccc(Cl)c2Cl)n1	-0.4	-5.0	-9.6%	14.2%	-13.1%	0.1%	-4.1	-0.4	-23.4
9	NC(=O)c1ccc(OCC2CCCO2)cc1 (centres undefined)	-3.0	-1.4	-6.2%	-0.4%	-9.2%	1.2%	-2.7	1.6	-1.0
10	C/C(=N\NC(=O)c1cc(-c2ccccc2C)nc2ccccc12)c1cccnc1	-3.2	-19.7	-0.3%	-5.1%	5.0%	2.8%	-2.9	2.8	-2.2
11	CC(C)c1ccc(NC(=O)C2CC3CCC2C3)cc1 (centres undefined)	-1.2	-37.2	7.6%	3.7%	-11.2%	-3.1%	0.9	3.4	-4.2
12	CCCCN1C(=O)C(CC(=O)NCCN2CCOCC2)CC(C(=O)N(C)C)=C1C (centres undefined)	·	9.1	-0.3%	-4.7%	-2.0%	·	·	·	·
13	COCC(C)NC(=O)c1cc(-c2ccccc2OC)on1 (centres undefined)	-10.8	1.1	-3.9%	10.6%	-23.1%	-0.5%	-5.8	0.0	-5.4
14	O=C(NCCn1cc(SCc2ccc(C(F)(F)F)cc2)c2ccccc21)c1cccs1	-4.8	·	-10.5%	-0.3%	2.1%	-1.1%	-12.7	5.4	16.4
15	CCOC(=O)c1sc(NC(=O)Nc2ccccc2F)nc1C	-5.3	-5.4	-1.7%	-12.1%	0.5%	-0.5%	-7.7	2.6	-2.3
16	Cc1cc(C)n2c(SCCN3C(=O)c4ccccc4C3=O)nnc2n1	1.9	-9.2	0.1%	-2.9%	-4.2%	-0.1%	20.7	0.9	-12.7
17	COCCCN1CC(=O)N2C(c3ccccc3)c3[nH]c4ccccc4c3C[C@H]2C1=O (some centres undefined)	9.4	-2.7	-1.4%	-5.1%	-1.0%	-1.8%	3.1	-0.1	11.4
18	CN(C)C(=O)c1ccc(NC(=O)c2sccc2-c2ccccc2)cc1	6.0	2.4	-2.1%	-0.3%	1.5%	?	-8.0	6.4	0.3
19	Cc1ccc(N(C(=O)c2csnn2)C(C(=O)NC(C)(C)C)c2cccs2)cc1 (centres undefined)	-1.0	-22.3	0.1%	-0.8%	-6.4%	0.1%	-0.3	-2.0	9.5
20	CCN(CC(=O)Nc1c(F)cccc1F)C(=O)COc1cccc2c1OC(C)(C)C2	-6.7	13.1	-0.6%	-2.9%	1.8%	0.8%	13.4	-0.1	9.9
21	Cc1ccc(C(=O)CSc2ccc(-c3ccncc3)nn2)cc1	-2.1	7.6	4.1%	-5.4%	2.7%	7.8%	-4.1	14.0	4.9
22	NC(=O)CSc1nc2c(sc3ccccc32)c(=O)n1CCCN1CCOCC1	-7.3	-2.2	-0.8%	2.5%	-2.6%	3.4%	16.3	4.9	-1.8
23	O=C(CNC(=O)c1ccccc1F)OC(C(=O)Nc1cc(C(F)(F)F)ccc1Cl)c1ccccc1 (centres undefined)	-0.6	2.0	0.7%	-0.5%	-2.2%	0.2%	2.6	11.2	20.6
24	CCOC(=O)c1sc2nccc(N(C)C)c2c1N=CNOC	-3.6	-6.8	0.9%	1.3%	-1.0%	4.5%	-9.9	0.3	0.8
25	CC(C(=O)Nc1ccc(F)c(F)c1F)N(C)CC(=O)Nc1ccccc1Br (centres undefined)	-6.0	0.6	-1.8%	-1.6%	10.3%	0.0%	-30.9*	0.5	-10.5
26	C/C(=N\NC(=O)Cc1c(C)[nH][nH]c1=O)c1ccc(Cl)c(Cl)c1	-0.7	3.5	-0.4%	0.2%	2.9%	1.9%	7.0	1.0	-3.1
27	COC(=O)c1c(NC(=O)c2ccccc2N(C)S(=O)(=O)c2ccccc2)sc2c1CCCC2	-6.7	0.5	?	-6.1%	-4.9%	-0.1%	-1.1	3.4	·
28	Cc1ccc(SCc2nc(-c3ccc(C(=O)Nc4cc(C)ccc4C)cc3)oc2C)cc1	-2.0	0.4	4.6%	-0.2%	-0.1%	-1.8%	1.3	5.0	11.0
29	O=C(NCCCN1CCOCC1)C(=O)NCc1ccccc1Cl	-7.2	13.3	-0.3%	-2.9%	7.6%	-0.9%	-9.2	1.4	-3.9
30	COc1ccc(CCNC(=O)NCc2noc3ccc(C)cc23)c(OC)c1	-3.2	-4.4	0.3%	-5.0%	-0.5%	-1.2%	6.5	1.7	2.4
31	CC(C)c1onc(C(=O)NC2CCCC2)c1[N+](=O)[O-]	-2.5	1.4	-2.2%	-1.0%	0.5%	0.5%	-4.1	-0.3	-9.6
32	CC(C)=CC(=O)Nc1ccccc1Br	-0.9	7.4	0.7%	1.5%	-12.2%	1.7%	5.5	0.7	10.7
33	CCn1c(=O)cc(SCC(=O)N2CCN(c3ccccc3OC)CC2)c2ccccc21	0.0	56.9	-1.3%	7.1%	2.1%	12.6%	14.3	2.1	1.0
34	COc1ccc(/C=C/C(=O)OCC(=O)NC2CCCC(C)C2C)cc1S(=O)(=O)N1CCOCC1 (centres undefined)	-2.8	4.3	-6.6%	3.9%	2.1%	0.4%	4.0	2.2	0.2
35	CN(CC(=O)Nc1cccc(F)c1)CC(=O)N1CCCCC1	1.6	2.4	-7.9%	-4.7%	1.0%	3.0%	5.6	1.7	-4.3
36	O=C(c1cc2ccccn2n1)N1CCCC1	-5.5	·	·	·	·	-1.5%	6.7	0.4	-4.4
37	COc1ccc(NC(=O)CSc2nc(=O)n(CCN(C)C)c3c2CCCC3)cc1OC	1.4	-13.5	0.2%	-3.7%	3.7%	1.3%	-17.5	-0.2	-9.9
38	COCc1c(C(=O)N/N=C(\C)c2ccc(Cl)s2)nnn1-c1nonc1N	·	3.5	-9.8%	-0.8%	-4.7%	2.4%	4.6	5.8	5.2
39	CCSc1cc(C)nc2c(-c3ccccc3)cnn12	-0.7	-0.3	-10.7%	2.4%	-8.9%	-2.9%	-6.8	2.7	-7.9
40	O=C(Nn1c(SCc2ccc(F)cc2)nc2ccsc2c1=O)c1ccccc1	-4.9	·	-7.1%	4.7%	3.4%	-0.2%	15.3	2.0	8.2
41	O=S(=O)(c1ccccc1)c1nc(-c2cccc(Cl)c2)oc1N1CCOCC1	-6.7&-1.9	-4.1&-1.1	-5.7%&3.0%	-1.2%&-2.5%	1.4%&0.9%	0.5%&4.3%	2.1&-2.8	3.2&2.8	7.6&14.9
42	COc1ccc(C(=O)OCC(=O)NCCCc2ccccc2)c(OC)c1	-1.9	-5.0	0.2%	-1.7%	-9.2%	-2.4%	-5.4	-0.3	13.5
43	COc1cccc(C2NC(c3cccc(OC)c3O)C(C)C(=O)C2C)c1O (centres undefined)	3.2	-7.6	2.8%	-0.1%	-0.6%	2.6%	11.6	0.2	-5.4
44	CC(C)(C)S(=O)(=O)/C(C#N)=N/Nc1ccc(Cl)cc1	-2.5	-20.7	-1.2%	-9.9%	-1.9%	-2.0%	-2.0	28.3	·
45	COc1cc(/C=N/OCC(=O)NC23CC4CC(CC(C4)C2)C3)ccc1OCc1ccccc1	-14.2	9.9	-0.4%	2.6%	-3.0%	0.7%	6.6	6.9	1.7
46	COc1ccccc1C#CC1=CC(=O)C[C@H](c2ccc(F)cc2)C1	·	9.2	-13.3%	-1.3%	-4.0%	·	·	·	·
47	Cn1c(SCC(=O)Nc2nccs2)nnc1-c1cccnc1	-4.6	-6.7	-7.1%	-1.1%	0.7%	-0.2%	5.5	0.9	·
48	CN(/N=C/C=C/c1ccccc1)c1cc(=O)n(C)c(=O)[nH]1	-2.2	·	-0.7%	0.2%	0.9%	-0.6%	17.7	3.2	0.7
49	CCc1c(C)c(C#N)c2nc3ccccc3n2c1NC	-3.5	-4.4	1.4%	-0.6%	-4.3%	1.7%	18.3	0.7	4.2
50	O=C(NCc1ccc(OC(F)(F)F)cc1)C1CC(c2ccccc2C(F)(F)F)=NO1 (centres undefined)	-2.6	·	-7.1%	-3.2%	-2.3%	0.0%	-0.3	2.8	-7.6
51	CCCCOC(=O)CCNc1n[nH]c(=O)[nH]c1=O	-1.2	-0.3	-1.7%	-5.2%	6.0%	-0.9%	4.6	2.0	-0.5
52	O=C(CN1C(=O)c2ccccc2C1=O)OCCOCCN=C1NS(=O)(=O)c2ccccc21	-1.1	3.9	-0.7%	-4.5%	-1.2%	0.1%	-6.9	0.8	2.2
53	O=C(NCCc1ccc(Cl)cc1)C1CCC(=O)N1Cc1ccccc1Cl (centres undefined)	1.0	-4.1	0.7%	-0.7%	-7.3%	-0.3%	1.0	4.7	15.2
